CCR6 antagonist: CCR6 receptor antagonists, primary screen, cell-based, CHO-K1, luminescence, beta-arrestin, uHTS; C-C chemokine receptor type 6 (Homo sapiens), P51684; CHO-K1 CCR6 PathHunter beta-arrestin, CCL20-stimulated; inhibition, % at 20 µM; hit rate 0.49% among 340,000; AID 493098, 2011;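 active = compounds whose inhibition of the agonist-driven luminescence signal at 20 µM reaches about 50%, limit read from the data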;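 note: cells stimulated with CCL20 at 14 nM final; plate controls were DMSO with CCL20 for no effect and DMSO without agonist for full effect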
Gli-Sufu antag: Gli-Sufu pathway antagonists, primary screen, luciferase luminescence, Sufu-KO-LIGHT cells, uHTS | Sufu-KO-LIGHT fibroblasts, Gli luciferase reporter luminescence | inhibition, % at 5 µM | hit rate 0.74% among 340,000;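 active = inhibition above about 55%, limit read from the data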;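 note: 0% = DMSO-treated cells and 100% = wells with medium but no cells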
Jurkat NFkB inh: inhibitors of induced NF-kB luciferase reporter, primary screen, TCR NF-kB activation inhibitor project, cell-based, luminescence, uHTS; Jurkat, PMA/ionomycin-induced NF-kB luciferase reporter; inhibition, % at 4 µM; hit rate 0.53% among 330,000; in the data active = inhibition above about 50%
UPR CHOP act: activators of apoptotic CHOP UPR arm, primary screen, cell-based, CHO-CHOP luciferase reporter, luminescence, uHTS; activation, % at 10 µM; UPR activation; percent of tunicamycin response over DMSO baseline; hit rate 0.34% among 330,000;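 active = at 10 µM dose, activation of 40% or more, normalized to positive control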;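 note: 100% = tunicamycin at 10 µg/mL and 0% = DMSO alone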
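assay system = CHO CHOP reporter cells | amount = 500 CHO-CHOP cells per well | buffer or medium = F12 with 10% FBS | incubation = 16-18 h cell attachment, then 6 h compound exposure, 37 °C | detection = luminescence read with Steady-Glo | read-out = percent activation relative to tunicamycin control | controls = tunicamycin high control, DMSO low control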
Mdm2 MdmX PPI: inhibitors of human Mdm2-MdmX association, primary screen, cell-based, luminescence, split luciferase, SaOS-2, uHTS | SaOS-2 split-luciferase Mdm2/MdmX complementation | inhibition, % at 8 µM | hit rate 3% among 330,000;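 active = inhibition of at least 50% at 8 µM in the primary screen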
Target sequence (O15151 whole entry, looked up): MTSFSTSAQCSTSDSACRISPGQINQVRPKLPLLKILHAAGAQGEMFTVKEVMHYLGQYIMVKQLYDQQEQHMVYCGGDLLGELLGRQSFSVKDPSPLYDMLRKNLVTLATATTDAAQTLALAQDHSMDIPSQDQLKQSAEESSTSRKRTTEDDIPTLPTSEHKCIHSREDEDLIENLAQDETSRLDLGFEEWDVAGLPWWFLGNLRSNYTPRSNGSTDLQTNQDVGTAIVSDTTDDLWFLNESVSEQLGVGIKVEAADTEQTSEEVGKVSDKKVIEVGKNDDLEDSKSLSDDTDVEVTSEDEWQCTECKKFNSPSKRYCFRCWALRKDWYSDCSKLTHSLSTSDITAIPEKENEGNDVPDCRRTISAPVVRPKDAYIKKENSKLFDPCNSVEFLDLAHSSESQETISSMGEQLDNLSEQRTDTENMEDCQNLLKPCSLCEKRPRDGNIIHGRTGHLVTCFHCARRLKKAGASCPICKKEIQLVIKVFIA
Target sequence (Q00987 whole entry, looked up): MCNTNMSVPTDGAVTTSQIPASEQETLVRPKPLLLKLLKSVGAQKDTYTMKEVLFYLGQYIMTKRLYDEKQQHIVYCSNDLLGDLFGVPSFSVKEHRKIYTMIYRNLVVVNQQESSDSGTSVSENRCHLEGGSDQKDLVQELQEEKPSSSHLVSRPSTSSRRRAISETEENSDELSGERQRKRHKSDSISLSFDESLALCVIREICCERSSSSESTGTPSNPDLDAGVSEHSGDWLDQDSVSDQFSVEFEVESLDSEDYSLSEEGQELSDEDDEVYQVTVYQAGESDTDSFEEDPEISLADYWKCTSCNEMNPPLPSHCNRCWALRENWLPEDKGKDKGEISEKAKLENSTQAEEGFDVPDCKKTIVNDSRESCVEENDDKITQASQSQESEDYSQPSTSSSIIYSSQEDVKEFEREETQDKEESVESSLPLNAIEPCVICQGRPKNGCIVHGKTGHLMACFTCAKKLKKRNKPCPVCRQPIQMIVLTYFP
EBI2 antag: EBI2 receptor antagonists, beta-arrestin recruitment, primary screen, cell-based, luminescence, 7a,25-OHC stimulation, uHTS | G-protein coupled receptor 183 (Homo sapiens), P32249 | inhibition, % at 5 µM | 7a,25-OHC stimulated | AID 651636, 2012 | hit rate 0.81% among 360,000; in the data active = inhibition above about 38%;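 note: enzyme fragment complementation signal reports receptor beta-arrestin coupling in cells; 0% = agonist plus DMSO wells and 100% = wells without agonist; some results beyond the cut were filed as inactive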
CXCR6 inh: CXCR6 receptor inhibitors, primary screen, cell-based, beta-arrestin, luminescence, CHO-K1 PathHunter, 1536-well; C-X-C chemokine receptor type 6 (Homo sapiens), O00574; inhibition, % at 20 µM; hit rate 0.36% among 360,000; in the data active = inhibition above about 34%, passing the limit was not always enough;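 note: antagonist mode with CXCL16 agonist at 10 nM final; 0% = 10 nM CXCL16 with DMSO and 100% = unstimulated wells without agonist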
697 NFkB inh: inhibitors of PMA/ionomycin-induced NF-kB reporter, 697 cells, primary screen, B-cell NF-kB inhibitor project, cell-based, luminescence, uHTS; 697 B-cell NF-kB luciferase reporter, 16 h; inhibition, % at 4 µM; hit rate 0.33% among 330,000; AID 435022, 2010; in the data active = inhibition above about 35%
XBP1 UPR activ: activators of adaptive XBP1 UPR arm, primary screen, cell-based, CHO-XBP1 luciferase reporter, luminescence, uHTS; IRE1-XBP1 UPR activation; percent of tunicamycin response, DMSO as zero; activation, % at 20 µM; hit rate 0.33% among 330,000; AID 463104, 2010;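 active = versus positive control, 20 µM dose yields 30% or more activation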;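 note: 100% = tunicamycin at 10 µg/mL and 0% = DMSO only wells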
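Test system: CHO-XBP1 luciferase reporter cells | Buffer or medium: Serum-containing F12 medium, 10% FBS | Schedule: 6 h compound exposure at 37 °C, 5% CO2 | Detection: Steady-Glo luciferase glow luminescence, 10 min after reagent addition | Read-out basis: Activation, % of tunicamycin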
Numbers without * were called inactive; . = not tested or not shown.

No. | structure | CCR6 antagonist | Gli-Sufu antag | Jurkat NFkB inh | UPR CHOP act | Mdm2 MdmX PPI | EBI2 antag | CXCR6 inh | 697 NFkB inh | XBP1 UPR activ
1 | O=C(NNC(=S)NC(=O)c1cccs1)c1cccnc1 | 26 | -21 | 0 | -0.5 | 22 | 10 | 10 | 2 | 0
2 | CCN(c1ccccc1)S(=O)(=O)c1cccc(C(=O)OCC(=O)c2c(N)n(C)c(=O)n(C)c2=O)c1 | 19 | -1 | . | . | . | -4 | 5 | . | .
3 | O=S(=O)(c1ccccc1)c1nc(-c2ccccc2Cl)oc1NCCCN1CCOCC1 | 9 | -17 | -3 | 2.8 | 3 | 0 | 0 | -7 | 0
4 | O=C(CCn1cnc2ccccc2c1=O)Nc1nc2c(s1)CCCC2 | 0 | -26 | -5 | 0.5 | 3 | -4 | 5 | -42 | 0
5 | COc1ccc(CNC(=O)C2CC(C)=C(C)CC2C(=O)O)cc1OC (configuration not stated) | 4 | 1 | 4 | -1.8 | 27 | 0 | 2 | 9 | -7
6 | CCN(CCC#N)c1ccc(/C=N/Nc2nc(C)cc(=O)[nH]2)c(C)c1 | -6 | 17 | 2 | 1.0 | 17 | 1 | -12 | 19 | 5
7 | CN(C)c1ccc(CNc2ccccn2)cc1 | 10 | -25 | -49 | 4.5 | -34 | 10 | 2 | -13 | -3
8 | CN(C[C@H](Cc1ccccc1)N(C[C@H](c1ccccc1)N(CCc1ccccc1)N=O)N=O)N=O | 12 | 6 | 4 | 1.2 | 16 | 27 | 3 | 12 | -1
9 | CC(=O)N1c2ccccc2N(Cc2ccc(C)cc2C)C(=O)C1(C)C | 13 | -5 | 49 | -0.6 | 35 | 10 | 0 | -77 | 3
10 | COc1ccc(C(=O)Nc2cnccn2)cc1[N+](=O)[O-] | 4 | 4 | -4 | 1.5 | -6 | -3 | 2 | 5 | -1
11 | CC1=NN(c2ccc(Cl)cc2)C(=O)C1C(c1cccc(O)c1)c1c(C)[nH]n(-c2ccc(Cl)cc2)c1=O (configuration not stated) | 22 | 12 | -8 | -0.1 | 21 | 33 | 4 | -3 | -2
12 | COc1ccc(S(=O)(=O)N2CCOCC2)cc1C(=O)NCc1ccccc1CN1CCCC1 | 8 | 6 | -13 | 1.9 | -6 | -6 | 2 | 8 | -3
13 | Cc1cccc(OCc2nnc(SCC(=O)Nc3cc(C)on3)n2C)c1 | 1 | 0 | 4 | 0.6 | -5 | -9 | -4 | 8 | 1
14 | COc1ccc(NC(=O)CCCCCN2C(=O)c3cccc([N+](=O)[O-])c3C2=O)c(OC)c1 | 2 | 0 | 2 | -1.8 | -7 | 8 | 6 | -10 | 3
15 | COc1ccc(CNC(=O)CN(C(=O)c2csnn2)c2cnc3ccccc3c2)cc1 | 19 | -7 | -1 | 0.9 | 13 | 3 | 5 | 7 | -1
16 | O=C(CNCCc1ccccc1)N1CCc2ccccc2C1 | -1 | 6 | -2 | -1.9 | 23 | 3 | -6 | 3 | -2
17 | Cc1ccc(C)c(N2CCN(CCCNC(=O)CCn3c(=O)c4cccn4c4cccnc43)CC2)c1 | 3 | 22 | -12 | -0.4 | 23 | -8 | 2 | -6 | -2
18 | Cc1cc(C)cc(NC(=O)CSc2nnc(Cn3c(=O)sc4ccccc43)n2C)c1 | 1 | -10 | 2 | 2.7 | 16 | -10 | 1 | 13 | -1
19 | CCN(CC)S(=O)(=O)c1ccc(C(=O)Nc2c3c(nn2C(C)(C)C)CS(=O)(=O)C3)cc1 | -7 | 1 | -1 | -0.8 | -20 | 2 | -5 | 12 | 6
20 | SC(COCc1ccccc1)CN1CCN(Cc2ccc3c(c2)OCO3)CC1 (configuration not stated) | 64* | -15 | -3 | -3.4 | 4 | 10 | 26 | -7 | 3
21 | COC(=O)C(Cc1c[nH]c2ccccc12)NC(=O)c1cccs1 (configuration not stated) | -3 | 2 | -34 | 1.8 | -1 | -12 | 5 | -25 | 1
22 | CCOC(=O)c1c(C)c(C(=O)NC(C)COC)c(C)n1CC (configuration not stated) | -10 | 3 | 8 | -0.3 | -2 | -9 | -7 | 19 | -2
23 | CCC(Oc1ccccc1)C(=O)Nc1cc(C(F)(F)F)ccc1N1CCOCC1 (configuration not stated) | 17 | 6 | -7 | 0.2 | -5 | 8 | -4 | -4 | -4
24 | CC(NC(=O)Cn1nc(-c2ccccc2)c2ccccc2c1=O)c1ccccc1 (configuration not stated) | 5 | 5 | 4 | -1.2 | 29 | 13 | 12 | -9 | -3
25 | O=C1Nc2ccc(Cl)cc2C(=O)C1(F)c1ccccc1 (configuration not stated) | -3 | 5 | 9 | 0.6 | -6 | -14 | 0 | 1 | -3

7 records picked at random from those above, as already listed:
No. | structure | CCR6 antagonist | Gli-Sufu antag | Jurkat NFkB inh | UPR CHOP act | Mdm2 MdmX PPI | EBI2 antag | CXCR6 inh | 697 NFkB inh | XBP1 UPR activ
1 | O=C(NNC(=S)NC(=O)c1cccs1)c1cccnc1 | 26 | -21 | 0 | -0.5 | 22 | 10 | 10 | 2 | 0
6 | CCN(CCC#N)c1ccc(/C=N/Nc2nc(C)cc(=O)[nH]2)c(C)c1 | -6 | 17 | 2 | 1.0 | 17 | 1 | -12 | 19 | 5
16 | O=C(CNCCc1ccccc1)N1CCc2ccccc2C1 | -1 | 6 | -2 | -1.9 | 23 | 3 | -6 | 3 | -2
9 | CC(=O)N1c2ccccc2N(Cc2ccc(C)cc2C)C(=O)C1(C)C | 13 | -5 | 49 | -0.6 | 35 | 10 | 0 | -77 | 3
19 | CCN(CC)S(=O)(=O)c1ccc(C(=O)Nc2c3c(nn2C(C)(C)C)CS(=O)(=O)C3)cc1 | -7 | 1 | -1 | -0.8 | -20 | 2 | -5 | 12 | 6
25 | O=C1Nc2ccc(Cl)cc2C(=O)C1(F)c1ccccc1 (configuration not stated) | -3 | 5 | 9 | 0.6 | -6 | -14 | 0 | 1 | -3
15 | COc1ccc(CNC(=O)CN(C(=O)c2csnn2)c2cnc3ccccc3c2)cc1 | 19 | -7 | -1 | 0.9 | 13 | 3 | 5 | 7 | -1

In another format: results already given
2) CCN(c1ccccc1)S(=O)(=O)c1cccc(C(=O)OCC(=O)c2c(N)n(C)c(=O)n(C)c2=O)c1
5) COc1ccc(CNC(=O)C2CC(C)=C(C)CC2C(=O)O)cc1OC (configuration not stated)

Compound,2,5
CCR6 antagonist,19,4
Gli-Sufu antag,-1,1
Jurkat NFkB inh,.,4
UPR CHOP act,.,-1.8
Mdm2 MdmX PPI,.,27
EBI2 antag,-4,0
CXCR6 inh,5,2
697 NFkB inh,.,9
XBP1 UPR activ,.,-7

The main list resumes, repeating the 2 entries before the break.
No. | structure | CCR6 antagonist | Gli-Sufu antag | Jurkat NFkB inh | UPR CHOP act | Mdm2 MdmX PPI | EBI2 antag | CXCR6 inh | 697 NFkB inh | XBP1 UPR activ
24 | CC(NC(=O)Cn1nc(-c2ccccc2)c2ccccc2c1=O)c1ccccc1 (configuration not stated) | 5 | 5 | 4 | -1.2 | 29 | 13 | 12 | -9 | -3
25 | O=C1Nc2ccc(Cl)cc2C(=O)C1(F)c1ccccc1 (configuration not stated) | -3 | 5 | 9 | 0.6 | -6 | -14 | 0 | 1 | -3
26 | Cc1ccc(C)c(NC(=O)C2CC(O)CN2C(=O)OCc2ccccc2)c1 (configuration not stated) | 3 | -3 | -20 | -5.7 | -6 | 4 | -17 | -4 | 1
27 | CCOc1cc(/C=N/N=C(N)N)ccc1OCc1ccc(Cl)cc1 | 10 | 3 | . | . | . | -18 | 4 | . | .
28 | COc1ccc(NC(=O)CSc2nnc(N)n2CC(=O)Nc2ccc(OC)cc2)cc1 | -6 | -10 | 13 | 3.9 | -25 | 0 | -1 | -1 | 0
29 | Cc1c(/C=C/C(=O)c2ccc(C(C)C)cc2)cnn1C | 12 | 41 | -50 | 7.1 | -4 | 30 | -13 | -66 | 0
30 | COc1ccc(CCNC(=O)C2CCC(=O)N2CCc2ccccc2)cc1OC (configuration not stated) | -3 | 6 | 1 | 0.3 | -7 | -9 | 0 | -1 | -2
31 | CCOC(=O)CCc1c(C)c2ccc(OC3CCCCC3=O)cc2oc1=O (configuration not stated) | 3 | 3 | -14 | 1.6 | 15 | -2 | -1 | -1 | -1
32 | Cc1cc(C(=O)COC(=O)c2cccs2)c(C)n1-c1c(C)n(C)n(-c2ccccc2)c1=O | -2 | 3 | -1 | 1.2 | -16 | 3 | 5 | 15 | 4
33 | CS(=O)(=O)c1ccc(Cl)c(NC(=O)CCN2C(=O)C3CC=CCC3C2=O)c1 (configuration not stated) | -1 | 1 | -4 | -0.2 | -24 | 0 | -11 | 4 | -3
34 | COc1ccc(C(=O)CCc2ccccc2O)c(OC)c1 | 1 | -38 | -88 | 4.5 | -38 | -8 | -24 | -65 | 5
35 | CNC(=S)N1N=C(c2ccc(C)cc2)CC1c1ccc(N(C)C)cc1 (configuration not stated) | 13 | -4 | -16 | 2.1 | 13 | 87* | 2 | -24 | 0
36 | O=C(c1ccco1)N(CCO)Cc1cc2cc3c(cc2[nH]c1=O)OCO3 | -19 | -5 | 15 | -1.3 | -14 | 1 | -5 | 9 | -2
37 | Cc1ccccc1S(=O)(=O)c1c(C)cc(C)n(C)c1=O | -4 | -9 | -6 | -0.5 | 16 | -6 | -1 | -2 | -4
38 | Cc1ccc(S(=O)(=O)NCCNC(=O)c2ccc(C)nc2)cc1 | 18 | -12 | -4 | -0.9 | -9 | 3 | 6 | 3 | -2
39 | Cc1cc(C)c(C)c(C(=O)c2ccccc2C(=O)O)c1C | -3 | 0 | 4 | 0.6 | -12 | 3 | -4 | 20 | -3
40 | Cc1cccc(Nc2nc(N)nc(CSc3nccn3C)n2)c1 | -4 | -52 | -19 | 2.9 | -34 | 1 | 1 | -38 | 0
41 | CSCCCNC(=S)Nc1ccc(N2CCOCC2)cc1N1CCOCC1 | -8 | 0 | -8 | 9.1 | -12 | -5 | 6 | 11 | -5
42 | CCOC(=O)c1ccccc1NC(=O)c1cncc(Br)c1 | 15 | -4 | . | . | . | -1 | 5 | . | .
43 | CC(=O)c1csc(CS(=O)(=O)c2ccccn2)n1 | -5 | 6 | 7 | 3.0 | -9 | 4 | -2 | 1 | -3
44 | O=C(Nc1nccs1)c1cc(-c2ccco2)nc2ccccc12 | -1 | 2 | . | . | . | 2 | 4 | . | .

Screening data deposited in PubChem by Sanford-Burnham Center for Chemical Genomics.

Compounds were not picked by outcome; any-hit rate near 5%.
